# From PubChem
# K1F lysis inhibition – inhibition of K1F phage lysis, E. coli UTI89, bacterial capsule biogenesis inhibitors, alamar blue (AID 488966) | inhibition, % at 100 µM, or IC50 in µM where a hit was titrated | E. coli UTI89 K1F phage lysis, alamar blue, 2 h; higher % means a stronger effect | 0.02% of 340,000 active;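 active = phage lysis inhibition, versus mean bacterial control, above a set limit; inconclusive = no clear call, values can overlap the other calls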;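 note: capsule biogenesis inhibitors block K1F phage lysis so surviving cells raise fluorescence; higher fluorescence means more inhibition of phage lysis; actives were called in the ten point dose series up to 300 µM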
# RSV CPE inhibition – RSV antiviral activity via CPE protection, HEp-2 cells, primary 10 µM value included (AID 2391). HEp-2 cells, RSV-induced CPE inhibition; higher % means a stronger effect. CPE inhibition, % at 10 µM; hits with a dose series show IC50 in µM. 0.13% of 310,000 active; in the data active = a potency from the dose series; inconclusive = CPE inhibition mostly from about 23% at the one dose, without a potency; inactive = the rest, 99 in 100 with CPE inhibition below about 21%; note: strong numbers were not always called active
# GPR35 antagonists – GPR35 antagonists blocking zaprinast-driven arrestin recruitment, primary screen, imaging, U2OS, beta-arrestin-GFP, zaprinast agonist (AID 2058) | G-protein coupled receptor 35 (Homo sapiens) | U2OS GPR35 beta-arrestin-GFP translocation imaging, zaprinast antagonism; higher % means a stronger effect | inhibition, % at 10 µM; hits with a dose series show IC50 in µM | 0.052% of 290,000 active;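 active = inhibition of at least 50% with at least 30 cells and total cytoplasm GFP at most 10,000,000; inconclusive = under 30 cells or total GFP of 10,000,000 plus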
# Salmonella PhoP GFP – inhibitors of PhoP regulon expression, primary screen, Salmonella Typhimurium, GFP reporter (AID 1863); inhibition, % at 50 µM, or IC50 in µM where a hit was titrated; 0.16% of 300,000 active; S. Typhimurium PhoP-regulated promoter GFP reporter, 4 h; higher % means a stronger effect;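 active = inhibition over 29.93%, a cutoff 3 SD above the screen mean, later confirmed by dose response; inconclusive = inhibition over 29.93% but no dose response follow-up; inactive = inhibition at most 29.93% or unconfirmed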;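 note: 0% = low Mg2+ inducing control and 100% = high Mg2+ repressing control; strong numbers were not always called active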
# GPR55 LPI antagonism – GPR55 antagonists blocking LPI-driven arrestin recruitment, primary screen, imaging, U2OS, beta-arrestin-GFP, LPI agonist (AID 2013) | U2OS GPR55 beta-arrestin-GFP translocation imaging, LPI antagonism; higher % means a stronger effect | G-protein coupled receptor 55 (Homo sapiens) | 0.13% of 290,000 active | inhibition, % at 10 µM, or IC50 in µM where a hit was titrated;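 active = spots per cell inhibited over 60%, with over 100 cells counted and total cytoplasm intensity under 500,000; inconclusive = wells with under 100 cells, flagged as likely toxic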;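 note: U2OS cells stably carrying GPR55 and arrestin-GFP stimulated by 5 µM LPI near EC80; imaged beta-arrestin-GFP aggregate spots per cell after agonist stimulation; plate controls were LPI-stimulated DMSO wells for no effect and DMSO wells without LPI for full effect; some results filed as inactive read as strong as hits; confirmed hits need IC50 under 10 µM and bright autofluorescent wells are also inconclusive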
# NS5 inhibitors – Dengue-2 NS5 methyltransferase inhibitors, primary screen, biochemical, confirmation dose response (AID 588689); Genome polyprotein (Dengue virus type 2 (strain 16681-PDK53)); Dengue-2 NS5 methyltransferase capping enzyme assay, biochemical; higher % means a stronger effect; inhibition, % at 25 µM; hits with a dose series show IC50 in µM; 0.3% of 340,000 active; in the data active = a potency from the dose series; inconclusive = inhibition above about 29% without an active follow-up result
# HIV fusion peptide – inhibitors of HIV fusion peptide binding, primary screen, biochemical, uHTS, fluorescence dequenching (AID 1986); 0.3% of 290,000 active; cell-free peptide binding, fluorescence dequenching, 30 min; higher % means a stronger effect; one-dose inhibition, % at 20 µM; IC50 in µM for titrated hits; in the data active = inhibition mostly above about 52%, no sharp cut-off; inactive = mostly below about 76%; note: some results filed as inactive read as strong as hits
# Large T inhibition – SV40 large T antigen inhibitors, biochemical (AID 1903). SV40 large T antigen ATPase/helicase inhibition assay; higher % means a stronger effect. inhibition, % at 20 µM, or IC50 in µM where a hit was titrated. 0.39% of 310,000 active; in the data active = a potency from the dose series; inconclusive = inhibition mostly from about 32% at the one dose, without a potency; inactive = the rest, 99 in 100 with inhibition below about 32%; note: strong numbers were not always called active
# MgcRacGAP inhibition – MgcRacGAP GTPase-activating activity inhibitors, confirmation, biochemical, ADP Hunter fluorescence; MgcRacGAP-stimulated Rac1 GTP hydrolysis, ADP Hunter fluorescence; higher % means a stronger effect; GST-tagged Rac1 F28L mutant substrate; inhibition, % at 30 µM, or IC50 in µM where a hit was titrated; 0.6% of 340,000 active; AID 624330, 2012;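 active = first-screen hits whose inhibition reached a set limit at any dose in the follow-up dose series; inconclusive = inhibition above the set first-screen limit but never retested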;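 note: fluorescence reports GDP produced by GAP-driven GTP hydrolysis; strong numbers were not always called active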
# NS5 inhibitors pilot replicate – also measured in NS5 inhibitors; calls as there; inhibition, %; measured here: pilot screen replicate inhibition
# * = called active by the depositor; ? = inconclusive; . = not tested or not shown; [ ] = dose if it differs, or a comment.
SMILES,K1F lysis inhibition,RSV CPE inhibition,GPR35 antagonists,Salmonella PhoP GFP,GPR55 LPI antagonism,NS5 inhibitors,HIV fusion peptide,Large T inhibition,MgcRacGAP inhibition,others
C[C@@H]1NC(=O)[C@H](CC(N)=O)NC(=O)c2cc([N+](=O)[O-])cc(I)c2OCC[C@@H](C(=O)NC(CC(=O)O)C(N)=O)NC1=O (some centres not stated),.,0.5%,6%,-7%,12%,.,22%,17%,.,
Cc1nc2ccccc2c(=O)n1/N=C/c1ccccc1,2.6%,5.0%,10%,13%,5%,-7%,-0.3%,-2%,1%,
Cc1ccc(OCC(=O)NNC(=O)c2cc3ccccc3o2)cc1,-1.1%,0.5%,-14%,5%,23%,-6%,2.5%,18%,14%,
CC(C)CN(C(=O)COC(=O)c1cccn1C)c1c(N)n(Cc2ccccc2)c(=O)[nH]c1=O,0.0%,0.5%,1%,10%,8%,-6%,1.3%,8%,11%,
N/C(=N\OC(=O)Oc1ccccc1)c1ccc(Cl)cc1,-1.4%,1.2%,6%,21%,3%,3%,-0.5%,-5%,3%,
C/C(=N\Nc1ccc2nncn2n1)c1ccccn1,.,5.1%,-14%,?,6%,.,2.1%,5%,.,
COc1ccc(-c2nnn(CC(=O)N(Cc3cccs3)C(C)C(=O)NCCC(C)C)n2)cc1OC (configuration not stated),-0.6%,-0.7%,-13%,2%,8%,-11%,0.4%,6%,14%,
Cn1c(CSc2nc3ccccc3s2)nnc1SCC(=O)NCCCN1CCOCC1,-0.9%,1.6%,-2%,7%,2%,6%,2.8%,5%,8%,
O=C(COc1ccc(Cl)cc1)OCC(=O)N1CCCC1,0.9%,0.6%,4%,3%,-4%,5%,2.7%,0%,9%,
O=C(c1ccccc1)c1ccc(N2CCCC2)cc1,-0.2%,3.0%,6%,0%,2%,-24%,2.5%,4%,0%,
Cc1cccc(-n2c(C)nc3cc(C(=O)NCC4CCCO4)ccc32)c1 (configuration not stated),0.9%,5.8%,-3%,-5%,-8%,-4%,1.6%,9%,14%,
NC(=O)c1ccccc1NCC(=O)c1ccc(F)cc1,0.2%,1.1%,-4%,3%,2%,-7%,0.5%,23%,9%,
COC(=O)CNC(=O)CCc1nnc(C2(c3ccc(Cl)cc3)CCC2)o1,0.0%,-0.2%,-1%,4%,-3%,5%,-0.1%,10%,10%,
Cn1cnnc1SCc1ccc(C#N)cc1Cl,3.0%,-1.2%,15%,9%,-4%,1%,1.2%,5%,2%,
Clc1ccc(Oc2nc(N3CCOCC3)nc(N3CCOCC3)n2)cc1,0.2%,0.0%,0%,-1%,1%,2%,1.7%,7%,5%,
COC(=O)C1=C(C(=O)OC)SC(=C2C(=S)C(C)(C)N(C(=O)C(C)C)c3ccccc32)S1,0.1%,4.2%,-1%,7%,14%,-6%,-3.1%,16%,6%,
Cc1cc(OC(C)C(=O)NCC2CCC(C(=O)O)CC2)c2c(C)c(Cc3ccccc3)c(=O)oc2c1 (configuration not stated),-2.2%,5.0%,-2%,-4%,18%,-7%,7.7%,9%,8%,
Cc1ccccc1S(=O)(=O)N1[C@@H](c2ccc(F)cc2)C(C(=O)O)=CC[C@H]1c1ccc(Cl)cc1,-0.7%,14%,.,7%,.,16%,.,15%,14%,
COc1ccc(OC)c(NC(=O)C(=O)NCc2ccncc2)c1,0.4%,1.1%,-4%,5%,0%,-4%,-2.7%,14%,12%,
Cc1cccc(C)c1NC(=O)CNC(=O)C(Cc1ccccc1)NC(=O)c1ccccc1 (configuration not stated),-0.6%[50 µM],0.9%,-10%,-2%,21%,-9%,-0.2%,20%,0%,
Cc1cccc(N/C=C(\[N+](=O)[O-])S(=O)(=O)c2ccccc2)c1,-2.1%,-0.5%,-9%,14%,1%,-5%,0.9%,13%,8%,
COc1cccc(Nc2nc(C)cc(C)c2C(N)=O)c1,-1.2%,0.6%,-16%,-5%,5%,-3%,-0.6%,20%,20%,
COc1cc(OC)c(C(=O)O/N=C(\N)c2cccc(C)c2)cc1OC,0.0%,4.1%,0%,-3%,20%,-6%,-2.8%,9%,13%,
Cc1ccccc1-c1nnn(CC(=O)NCc2ccc3c(c2)OCO3)n1,0.7%,-0.7%,-1%,-7%,-7%,-3%,0.6%,3%,7%,NS5 inhibitors pilot replicate=-1.8
CNC(=O)CN(CCc1ccccc1)S(=O)(=O)c1ccc(OC)cc1,0.1%,-0.4%,-4%,-6%,-11%,-7%,-0.6%,-3%,6%,
COc1ccc(N2CCN(C(=O)COC(=O)COc3ccc(C#N)cc3)CC2)cc1,0.9%[50 µM],-0.6%,.,-2%,.,-9%,.,?,18%,
CN/C(=C\[N+](=O)[O-])NCCSCc1ccc(CN(C)C)o1,-0.7%,0.8%,.,-7%,.,-4%,.,19%,3%,
CC(C)C(=O)NC(C)C(c1cccs1)N1CCN(c2ccccc2)CC1 (configuration not stated),0.1%,2.1%,-2%,0%,8%,-6%,3.0%,26%,-2%,
Nc1nnc(CCOc2ccccc2Cl)s1,1.5%,1.1%,17%,2%,-14%,-1%,0.8%,0%,5%,
CCc1cc2c(-c3ccccc3)cc(=O)oc2cc1OCC(C)=O,-0.6%,15%,5%,-6%,-4%,-8%,0.7%,8%,0%,

# Structural class: those above containing an aryl thioether with sulfur outside any ring
SMILES,K1F lysis inhibition,RSV CPE inhibition,GPR35 antagonists,Salmonella PhoP GFP,GPR55 LPI antagonism,NS5 inhibitors,HIV fusion peptide,Large T inhibition,MgcRacGAP inhibition,others
Cn1c(CSc2nc3ccccc3s2)nnc1SCC(=O)NCCCN1CCOCC1,-0.9%,1.6%,-2%,7%,2%,6%,2.8%,5%,8%,
Cn1cnnc1SCc1ccc(C#N)cc1Cl,3.0%,-1.2%,15%,9%,-4%,1%,1.2%,5%,2%,

# (listing goes on)
SMILES,K1F lysis inhibition,RSV CPE inhibition,GPR35 antagonists,Salmonella PhoP GFP,GPR55 LPI antagonism,NS5 inhibitors,HIV fusion peptide,Large T inhibition,MgcRacGAP inhibition,others
COc1ccc(Sc2nc(-c3ccccc3)ncc2C(=O)O)cc1,0.1%,2.5%,-12%,-7%,-2%,-4%,17%,13%,2%,
CSCCC(NC(=O)c1ccc(Cl)cc1)C(=O)OCC(=O)Nc1cc(Cl)ccc1C#N (configuration not stated),1.7%,0.8%,0%,-15%,-1%,-4%,0.1%,-5%,2%,
Cc1cc2nc(-c3ccc(=O)[nH]c3)n(Cc3ccccc3)c2cc1C,-0.1%,2.1%,18%,10%,-1%,-3%,-0.8%,22%,21%,
COc1ccc(NC(=O)CN2CCN(CC(=O)Nc3ccc(F)cc3F)CC2)cc1,0.1%,.,-10%,.,-3%,-12%,0.4%,.,4%,
O=C(CCc1n[nH]c(=O)[nH]c1=O)N1CCCCC1,0.3%,-0.8%,-7%,5%,-6%,-3%,-1.4%,2%,2%,
CC(C)(C)NCC(O)COc1ccccc1C(=O)CCc1ccccc1 (configuration not stated),0.6%[50 µM],-2.5%,10%,1%,11%,-3%,-0.9%,-3%,8%,
Cc1c(NC(=O)C23CC4CC(CC(C4)C2)C3)c(=O)n(-c2ccccc2)n1C,-0.1%,0.3%,-2%,-5%,5%,-6%,-0.7%,5%,4%,NS5 inhibitors pilot replicate=0.3
CCN(CCCNC(=O)CN1C(=O)COc2ccc(S(=O)(=O)N3CCC(C)CC3)cc21)Cc1ccccc1,1.7%,2.4%,-1%,8%,2%,5%,-0.4%,10%,-2%,
CSc1ccc(S(=O)(=O)Nc2c(C)n(C)n(-c3ccccc3)c2=O)cc1,0.2%,1.4%,-4%,1%,6%,-1%,1.5%,6%,11%,
CSc1nc(C)cc(Oc2ccc(=O)[nH]n2)n1,0.1%,0.3%,6%,4%,-10%,7%,-1.3%,10%,-1%,
O=C(O)c1ccccc1-c1ccccc1C(=O)Nc1nc2ccccc2s1,-0.8%[50 µM],0.5%,-3%,-8%,4%,3%,3.3%,1%,-10%,
CC(C)n1cc(CN2CCCC(C(=O)Nc3ccccc3Oc3cccnc3)C2)cn1 (configuration not stated),0.3%,0.8%,-9%,-1%,10%,1%,1.6%,6%,5%,
CCC(C)NC(=O)C1c2ccccc2C(=O)N1Cc1cc(OC)ccc1OC (configuration not stated),0.4%,5.3%,18%,-2%,6%,-7%,0.9%,23%,4%,
CCC(CC)C(=O)N1c2ccc(F)cc2CCC1C (configuration not stated),1.1%,1.3%,12%,31%,7%,0%,14%,.,1%,
CC(C)N(C)C(=O)C(=O)c1cccn1-c1cccc(Cl)c1C#N,0.6%,1.7%,0%,1%,-1%,-12%,1.0%,2%,4%,
Nc1ccccc1SC1CC(=O)N(c2ccc3c(c2)OCO3)C1=O (configuration not stated),.,3.6%,28%,-3%,3%,.,-1.4%,12%,.,
C=CCCCCc1nc2ccccc2c(=O)n1N,1.4%[50 µM],2.5%,15%,-9%,-7%,-7%,3.0%,3%,14%,
O=C(COC(=O)c1ncc(Cl)c(Cl)c1Cl)NCCc1ccccc1,0.3%[50 µM],-0.2%,.,-8%,.,-12%,.,2%,1%,
NC(=O)C1CCN(CC(=O)N2c3ccccc3CCc3ccccc32)CC1,0.5%,0.1%,9%,-7%,7%,-3%,0.3%,7%,6%,
Cc1c(OCC(=O)N2CCC(C(N)=O)CC2)ccc2c1oc(=O)c1ccccc12,4.4%,1.5%,-7%,0%,-8%,-2%,-0.9%,0%,5%,
CCCCCC1(C(=O)OCC)CC(CSC(=N)N)OC1=O (configuration not stated),0.2%,0.3%,17%,2%,6%,-6%,-0.6%,22%,9%,
O=C(O)CSc1nnc(-c2ccc(S(=O)(=O)N3CCCC3)cc2)n1Cc1ccco1,4.6%,0.8%,5%,-4%,9%,-7%,13%,4%,-1%,
Cc1c(Cc2ccc3c(c2)OCO3)sc(NC(=O)c2cccc3ccccc23)c1C(N)=O,-0.8%,5.3%,-9%,-11%,43%,1%,4.6%,14%,-1%,
COc1ccc(Cc2nnc(-c3cccc(C)c3)o2)cc1OC,-0.1%,1.5%,2%,1%,6%,-3%,-0.8%,2%,10%,
CC(C)(C)C(=O)Nc1nc2ccc(S(C)(=O)=O)cc2s1,0.2%,1.7%,-11%,5%,8%,0%,-0.6%,10%,-21%,

# Compounds as they come (roughly 1.5% active in at least one column).
